Screens: PubChem, several laboratories
CYP2C19 activ: cytochrome P450 2C19 (human) activation. P33261. recombinant CYP2C19, luciferin-H EGE luminescence; stronger effect = higher value; 0 = fully inhibited enzyme, 1 = untreated enzyme. activation factor at 5 µM. 96,000 tested, under 10 active;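 active = activation factor of at least 2 at 5 µM in the primary screen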;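 note: 0 = wells with 2.5 mM tranylcypromine and 1 = vehicle-only wells; values of inactives mirror those of a sister screen read the other way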
CYP2C9 inh: human CYP2C9 inhibition; CYP2C9 Supersomes, luciferin-H conversion, luminescence; 96,000 tested, 20% active; inhibition, % at 5 µM;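 active = blocking of liver enzyme CYP2C9 beyond about 50% at 5 µM, limit read from the data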; note: values of inactives mirror those of a sister screen read the other way
HUVEC tox IL1B: HUVEC cytotoxicity counter-screen, IL-1B stimulated; HUVEC cell count loss, Hoechst imaging; 94,000 tested, 0.41% active; cell count reduction, % at 2 µM; AID 845;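 active = cell count reduction more than 3 SD above the screen-wide mean, cut at about 70% in these data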;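 note: normalized per plate to untreated control cells as the no-loss baseline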
CYP2C9 activ: increases human cytochrome P450 2C9 activity; recombinant CYP2C9, luciferin-H conversion, luminescence; stronger effect = higher value; factor 1 = untreated enzyme, 0 = blocked; activation factor at 5 µM; 96,000 tested, 1.4% active; AID 1024;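 active = activation factor of 2 or more for CYP2C9 at a 5 µM dose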;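 note: 0 = sulfaphenazole-blocked wells and 1 = vehicle-only wells; values of inactives mirror those of a sister screen read the other way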
VCAM1 TNFa inh: reduces TNF alpha induced VCAM1 expression in HUVEC. HUVEC TNFa-induced VCAM-1 immunofluorescence, high-content imaging. inhibition, % at 2 µM. 95,000 tested, 0.48% active. AID 802;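 active = inhibition above the batch mean plus 3 SD, with images confirmed as a hit by eye, cut at about 37% in these data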;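 note: 0% = TNF-stimulated DMSO wells and 100% = unstimulated control wells; not every result past the cut was called active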
Calb biofilm kill: kills Candida albicans biofilms. C. albicans biofilm + clotrimazole, Alamar Blue. inhibition, % at 6 µM. 85,000 tested, 0.14% active;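 active = inhibition above 20%; inactive = inhibition below 20%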;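 note: preformed 24 hr biofilms exposed to compound for 48 hr; 0% = biofilm without compound and 100% = blank killed by clotrimazole plus chlorhexidine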
CYP2C19 inh: blocks human cytochrome P450 2C19; P33261; CYP2C19 Supersomes, luciferin-H EGE luminescence, 30 min; inhibition, % at 5 µM; 96,000 tested, 21% active;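 active = CYP2C19 inhibition above a set limit at 5 µM in the primary screen, cut at about 50% in these data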;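 note: plate controls were negative control wells for no effect and 2.5 mM tranylcypromine positive control for full effect; values of inactives mirror those of a sister screen read the other way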
DAT uptake mod: human DAT dopamine uptake with cocaine, either direction; B-score at 10 µM; LLC-PK1 hDAT cells, [14C]-dopamine uptake with cocaine IC80; actives deviate in either direction; 110,000 tested, 1.3% active;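 active = Z score or B-score, a plate-position-corrected score, falls beyond the plate's 99.7% confidence bounds, in either direction; inactive = both scores lie inside the 99.7% bounds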;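 note: scored against the spread of the other compound wells on the same plate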
Target sequence (Q01959 whole entry, looked up): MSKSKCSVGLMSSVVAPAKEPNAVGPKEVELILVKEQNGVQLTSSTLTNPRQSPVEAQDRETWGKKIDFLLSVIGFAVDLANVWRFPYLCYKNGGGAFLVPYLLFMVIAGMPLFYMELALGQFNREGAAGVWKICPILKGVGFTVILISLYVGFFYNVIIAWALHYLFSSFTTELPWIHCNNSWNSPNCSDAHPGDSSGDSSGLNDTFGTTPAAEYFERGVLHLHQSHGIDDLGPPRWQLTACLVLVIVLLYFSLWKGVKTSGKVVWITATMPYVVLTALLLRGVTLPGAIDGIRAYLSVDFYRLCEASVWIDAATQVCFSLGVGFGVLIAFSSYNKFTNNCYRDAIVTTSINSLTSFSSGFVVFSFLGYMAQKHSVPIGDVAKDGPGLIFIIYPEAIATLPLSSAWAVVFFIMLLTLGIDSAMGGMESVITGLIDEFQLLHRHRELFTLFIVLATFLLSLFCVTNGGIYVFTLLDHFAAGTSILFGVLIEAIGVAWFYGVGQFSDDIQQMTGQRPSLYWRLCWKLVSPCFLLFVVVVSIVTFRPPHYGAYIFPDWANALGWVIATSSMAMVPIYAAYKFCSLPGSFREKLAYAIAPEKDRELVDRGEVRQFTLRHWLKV
TNFa cytotox: toxic to HUVEC cells under TNF alpha stimulation; HUVEC TNFalpha-stimulated, Hoechst cell count, imaging; cell count reduction, % at 2 µM; 93,000 tested, 0.17% active;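 active = cell count reduction exceeding the screen mean by over 5 SD, scaled to untreated wells per plate, cut at about 78% in these data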;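 note: cells counted after 24 h of TNF alpha exposure following the 1 h pretreatment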
* = called active by the depositor; / = no result given.

SMILES	CYP2C19 activ	CYP2C9 inh	HUVEC tox IL1B	CYP2C9 activ	VCAM1 TNFa inh	Calb biofilm kill	CYP2C19 inh	DAT uptake mod	TNFa cytotox
Cc1ccc(S(=O)(=O)Nc2cccc(NC(=O)CN3CCCCC3)c2)cc1	0.1	92*	-2	0.1	-3	/	92*	-1.2	0
O=C(CCN1C(=O)C2CC=C(Cl)CC2C1=O)Nc1ccccc1O (stereo unspecified)	0.4	42	/	0.6	/	5	59*	0.017	/
COC(=O)c1ccc(CSc2nc3ccc(C)cc3[nH]2)o1	0.1	83*	-24	0.2	10	/	93*	-0.53	-9
O=C(NCC(c1cccnc1)N1CCN(c2ccccc2F)CC1)C1CCCCC1 (stereo unspecified)	0.2	49	10	0.5	3	4	79*	-0.95	-22
COc1ccc(/C=N/Nc2ncnc3scc(-c4ccccc4)c23)cc1OC	0.8	-16	-17	1.2	-3	4	19	0.085	-30
COc1nc2ccc(C)cc2cc1-c1noc(-c2ccccc2)n1	0.9	36	35	0.6	-14	/	13	0.7	14
Cn1c(CCN2CCCCCC2)nc2cc(NC(=O)Nc3ccccc3)ccc21	1	0	61	1	8	-4	-3	0.31	-4
Cc1c(C(=O)O)c(-c2ccccc2)nn1-c1ccccc1	1.1	-6	95*	1.1	-37	/	-10	-0.11	/
COc1ccc(-c2c(C#N)c(N)nc3c2CCCCCC3)cc1OC	1	3	3	1	1	5	-2	-0.63	-2
COc1ccc(-n2c(SCC(=O)Nc3cc(C)on3)nc3ccc(O)cc3c2=O)cc1OC	0.9	30	13	0.7	21	/	11	0.86	-18
O=C(CSc1nc(O)c(Cc2ccccc2)c(=O)[nH]1)Nc1ccccc1	1	8	7	0.9	/	-3	0	-0.76	/
CNC(=O)c1[nH]cnc1C(=O)Nc1ccccc1C	/	/	5	/	12	-3	/	0.56	-5
Cc1ccccc1C(=O)Oc1ccc(Br)cc1C(=S)N1CCCC1	0.5	41	1	0.6	-17	/	52*	-0.98	-2
COc1ccc(S(=O)(=O)N(CC(=O)N2CCN(C)CC2)C2CCCCC2)cc1OC	1	-3	-10	1	/	3	-3	-1.1	/
CCOc1ccc(NC(=O)CSc2nc(C)c3c(c2C#N)CCCC3)cc1	1	-8	-22	1.1	3	6	4	1.4	-1
N#Cc1ccc(OCC(=O)N/N=C2\CCc3ccccc32)cc1	1.1	0	11	1	0	/	-8	-0.42	-20
Cc1ccc(-c2cc(C(=O)Nc3cc(C)ccc3C)[nH]n2)c(O)c1	/	/	-23	/	7	4	/	0.69	-4
C=CCNC(=O)c1cc2c(C(F)(F)F)nn(C)c2s1	0.9	-1	12	1	-6	/	12	0.0078	1
Cc1ccc(NC(=O)COc2ccc(-n3ccnc3)cc2)cc1Cl	0	95*	/	0.1	8	-2	99*	0.14	-38
CCOC(=O)c1cnn(-c2ccccc2)c1NC(=O)c1ccccc1C	0.8	-5	15	1.1	0	3	16	-0.12	8

Shown with values under each structure: part of the list above
Value order: CYP2C19 activ, CYP2C9 inh, HUVEC tox IL1B, CYP2C9 activ, VCAM1 TNFa inh, Calb biofilm kill, CYP2C19 inh, DAT uptake mod, TNFa cytotox
> COc1ccc(/C=N/Nc2ncnc3scc(-c4ccccc4)c23)cc1OC
    0.8, -16, -17, 1.2, -3, 4, 19, 0.085, -30
> COc1nc2ccc(C)cc2cc1-c1noc(-c2ccccc2)n1
    0.9, 36, 35, 0.6, -14, /, 13, 0.7, 14

Entries shown so far containing four or more nitrogen atoms:
SMILES	CYP2C19 activ	CYP2C9 inh	HUVEC tox IL1B	CYP2C9 activ	VCAM1 TNFa inh	Calb biofilm kill	CYP2C19 inh	DAT uptake mod	TNFa cytotox
O=C(NCC(c1cccnc1)N1CCN(c2ccccc2F)CC1)C1CCCCC1 (stereo unspecified)	0.2	49	10	0.5	3	4	79*	-0.95	-22
COc1ccc(/C=N/Nc2ncnc3scc(-c4ccccc4)c23)cc1OC	0.8	-16	-17	1.2	-3	4	19	0.085	-30
Cn1c(CCN2CCCCCC2)nc2cc(NC(=O)Nc3ccccc3)ccc21	1	0	61	1	8	-4	-3	0.31	-4
COc1ccc(-n2c(SCC(=O)Nc3cc(C)on3)nc3ccc(O)cc3c2=O)cc1OC	0.9	30	13	0.7	21	/	11	0.86	-18
CNC(=O)c1[nH]cnc1C(=O)Nc1ccccc1C	/	/	5	/	12	-3	/	0.56	-5

Continuation:
SMILES	CYP2C19 activ	CYP2C9 inh	HUVEC tox IL1B	CYP2C9 activ	VCAM1 TNFa inh	Calb biofilm kill	CYP2C19 inh	DAT uptake mod	TNFa cytotox
CC(C)[C@H](NC(=O)NC1CCCC1)C(=O)O	1.1	-13	9	1.1	-10	3	-14	-0.41	-1
CC(=O)NC(Cc1ccc(F)cc1)C(=O)N1CCN(C(=O)NCc2ccccc2)CC1 (stereo unspecified)	/	/	-34	/	14	/	/	-0.94	-6
CCn1c(COc2ccc(C)cc2)nnc1SCC(=O)Nc1cc(OC)ccc1OC	0.1	48	5	0.5	10	4	90*	1.6	10
O=C(Oc1cccc([N+](=O)[O-])c1)c1cc(-c2ccccc2)nc2ccccc12	1	18	-4	0.8	9	/	2	0.12	-5
O=C(NCCCN1CCN(c2cccc(Cl)c2)CC1)C1CCC(=O)N1Cc1ccccc1Cl (stereo unspecified)	0.9	11	-50	0.9	-2	6	13	/	-11
Cc1cc(N(C(=O)c2ccco2)C(C(=O)NC2CCCCC2)c2ccccc2)ccc1-n1cnnn1 (stereo unspecified)	0.4	92*	14	0.1	-2	7	56*	0.4	1
CCOC(=O)c1c(NC(=S)NC(=O)c2ccc(Cn3cc(Cl)cn3)o2)sc2c1CCCCC2	1	37	-69	0.6	-6	/	4	-0.82	-18
CCOC(=O)C1=C(C)NC(=O)NC1c1ccc(N(C)C)cc1 (stereo unspecified)	1	-11	14	1.1	11	9	-4	0.15	54
CN1CCN(C(=O)CSc2nc(-c3ccncc3)ccc2C#N)CC1	0.9	2	/	1	/	3	6	0.087	/
CC1CCC(N2CCN(S(C)(=O)=O)CC2)CC1 (stereo unspecified)	1	1	14	1	-16	8	4	-0.29	4
O=c1c2ccccc2nc2ccc(N3CCOCC3)nn12	0.9	-1	4	1	9	/	6	-0.66	4
COc1ccc(OC)c(NC(=O)CC2C(=O)NCCN2C(=O)Nc2cccc(Cl)c2)c1 (stereo unspecified)	0.6	72*	3	0.3	-7	7	41	0.84	-16
Nn1c(SCC(=O)Nc2ccc3c(c2)OCO3)nnc1-c1cccc(Cl)c1	1.2	12	11	0.9	2	/	-16	-0.21	-9
Cc1nnc(NC(=O)CC(CN(C)S(=O)(=O)c2ccccc2)c2ccccc2)s1 (stereo unspecified)	0.3	35	-3	0.7	7	10	70*	-0.3	-12
Cc1ccc(CS(=O)(=O)Cc2ccc(C(=O)NCc3cccnc3)o2)cc1	0.2	36	7	0.6	0	7	76*	-0.17	-20
CC(C)CNC(=O)CSc1nc(-c2cccs2)cc(C(F)(F)F)n1	/	/	-49	/	-8	3	/	-1.2	/
O=C(C1CC1)N1CCc2cc(Br)cc(S(=O)(=O)N3CCOCC3)c21	0.6	72*	2	0.3	33	9	35	-0.24	-35
CNC(=S)NNC(=O)c1sccc1OCc1ccc(C)cc1	0.8	16	-35	0.8	5	/	17	0.083	-1
CCN(CC)CCNC(=O)c1c(C)n(-c2ccccc2)c2cc(Br)c(OC)cc12	0.6	27	-15	0.7	6	4	42	/	-10
COc1cccc(-c2cc(C(=O)Nc3cc(C)n(Cc4ccc(Cl)cc4)n3)no2)c1	0.9	-58	/	1.6	/	2	8	0.92	/
CCOc1ccc(=O)n(-c2ccccc2)n1	/	/	-25	/	-22	7	/	0.14	-30
Cc1ccc(O)c(/C=N/NC(=O)C2=NNC(c3ccccc3)(c3ccccc3)C2)c1	/	/	-55	/	-19	7	/	-0.17	-25
Cc1ccccc1C(=O)NCCN=C1NS(=O)(=O)c2ccccc21	0.9	8	1	0.9	-4	0	12	0.0021	-34
COc1ccc(-c2csc(NC(C)=O)n2)cc1OC	0.3	65*	-2	0.4	-14	2	68*	0.018	-10
Cc1cc(OCCCC(=O)NC2=NCCS2)ccc1Cl	1.1	15	-3	0.8	-4	/	-6	-0.0044	-22
Cn1ncc2c1ncn1nc(CCc3ccccc3)nc21	0.6	1	-36	1	13	2	36	-0.27	-45
O=C(Cn1ncc2c1-c1ccccc1OC2)Nc1ccc(Cl)cn1	1	50	-27	0.5	16	4	3	0.086	-16
N#CC1(c2ccccc2)CCCN1C(=O)c1ccc(Br)cc1 (stereo unspecified)	0.4	60*	2	0.4	9	4	64*	1.1	-18
CCCCC(=O)Nc1ccc(C)c(O)c1	0.9	4	/	1	-1	/	10	1.3	-3
Cc1c(Cl)c([N+](=O)[O-])nn1Cc1ccc(C(=O)N/N=C\c2cc(Cl)ccc2O)o1	0.7	41	1	0.6	-19	/	31	0.71	-6
Cc1ccc(NC(=O)NCc2ccc3c(c2)OCO3)cc1	0.5	31	6	0.7	-13	0	51*	-0.35	4
COc1ccc(N2CC(C(=O)OCC(=O)c3ccccc3)CC2=O)cc1 (stereo unspecified)	1.1	-1	-2	1	-13	5	-9	-0.72	5
Cn1c(NCc2ccccc2)nc2c1c(=O)n(Cc1ccccc1)c(=O)n2C	0.6	33	10	0.7	27	7	41	-0.15	-2
COCc1c(C(=O)OCC(=O)c2c(N)n(CC(C)C)c(=O)n(C)c2=O)oc2ccccc12	0.7	32	6	0.7	-4	8	31	1.3	-5
COc1ccc(C2CC(=O)C3=C(C2)Nc2ncnn2C3c2ccccc2)cc1 (stereo unspecified)	0.6	37	-40	0.6	8	6	41	0.13	-19
COc1cc(-c2n[nH]c(=O)o2)cc(OC)c1OC	/	/	19	/	-6	7	/	0.26	8
CCOC(=O)c1nn(-c2ccc(C)c(C)c2)c(=O)c2c(N)scc12	1	24	16	0.8	-4	3	-3	-0.79	-6
COc1cccc(-c2nc(-c3ccccn3)no2)c1OC	0.1	38	-20	0.6	-26	0	90*	-0.27	-10
COc1c(/C=N/Nc2ccc([N+](=O)[O-])cc2[N+](=O)[O-])c(C)nn1-c1ccccc1	1	4	18	1	-8	/	-2	0.063	2

A few values from the list:
O=C(Cn1ncc2c1-c1ccccc1OC2)Nc1ccc(Cl)cn1 in CYP2C9 activ: 0.5
COc1ccc(N2CC(C(=O)OCC(=O)c3ccccc3)CC2=O)cc1 (stereo unspecified) in CYP2C19 activ: 1.1
